# Source: PubChem (The Scripps Research Institute Molecular Screening Center)
# MBD2 DNA inh = blocks human MBD2 binding to methylated DNA; TR-FRET, MBD2 binding to methylated oligonucleotide; hit rate 0.31% among 370,000; inhibition, % at 4.4 µM; AID 686964; Q9UBB5; in the data active means inhibition above about 13%
# Target sequence (Q9UBB5 whole entry, looked up): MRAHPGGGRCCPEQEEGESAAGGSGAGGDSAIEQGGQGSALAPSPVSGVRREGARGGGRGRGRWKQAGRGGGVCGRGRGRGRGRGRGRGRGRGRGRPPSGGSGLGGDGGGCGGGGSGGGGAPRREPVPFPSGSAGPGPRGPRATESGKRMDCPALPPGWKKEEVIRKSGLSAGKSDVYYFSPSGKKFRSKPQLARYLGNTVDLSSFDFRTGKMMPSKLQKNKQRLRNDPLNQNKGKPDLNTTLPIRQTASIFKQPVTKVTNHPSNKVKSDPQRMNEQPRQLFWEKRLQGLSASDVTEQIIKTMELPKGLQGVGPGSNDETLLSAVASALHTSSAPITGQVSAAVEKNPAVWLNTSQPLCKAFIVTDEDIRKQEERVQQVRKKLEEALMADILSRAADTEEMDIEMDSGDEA
# DDE Tn6 FP inh = inhibitors of Tn6 peptide binding to human fibrin DD(E); inhibition, % at 8.3 µM; AID 720509; hit rate 0.21% among 370,000; Fibrin DD(E) TRITC-Tn6 fluorescence polarization displacement; P02675;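 active means inhibition above a per-campaign cutoff: mean of compounds within control limits plus 3 SD, cut at about 15% in these data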;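 further: 0% = median of all compound wells on the plate and 100% = blocking peptide control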
# LEDGF integ inh = blocks HIV-1 LEDGF/p75-dependent DNA integration; TR-FRET IN-LEDGF/p75 DNA integration, Eu/Cy5; inhibition, % at 3.7 µM; AID 743269; hit rate 0.64% among 370,000;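 active means inhibition above the screen-wide mean plus 3 SD, cut at about 13% in these data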;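 further: signal is the Cy5 over europium emission ratio at 671 and 618 nm; 0% = plate median of compound wells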
# PRMT1 inh = PRMT1 (human) inhibition, primary screen; Q99873; recombinant PRMT1, activity-based probe fluorescence polarization; inhibition, % at 2.79 µM; hit rate 1.3% among 370,000;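 active means inhibition above about 21% made by adding two undisclosed values, limit read from the data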
# Target sequence (Q99873 whole entry, looked up): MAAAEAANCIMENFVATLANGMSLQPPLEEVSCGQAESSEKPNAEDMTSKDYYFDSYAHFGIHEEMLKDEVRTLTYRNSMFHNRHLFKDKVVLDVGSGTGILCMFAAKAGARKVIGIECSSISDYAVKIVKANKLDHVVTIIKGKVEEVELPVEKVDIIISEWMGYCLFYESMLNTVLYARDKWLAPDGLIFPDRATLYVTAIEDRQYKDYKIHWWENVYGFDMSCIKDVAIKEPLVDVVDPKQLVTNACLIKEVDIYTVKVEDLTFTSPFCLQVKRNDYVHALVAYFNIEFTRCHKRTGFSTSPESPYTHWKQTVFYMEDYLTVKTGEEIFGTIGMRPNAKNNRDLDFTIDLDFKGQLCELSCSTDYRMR
# SIAE primary = inhibitors of human sialic acid acetylesterase SIAE. inhibition, % at 9.66 µM. hit rate 0.69% among 370,000. SIAE FP-Rh probe binding, fluorescence polarization;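 active means inhibition above a cutoff: mean of compounds within the control limits plus 3 SD of those, cut at about 17% in these data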;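 further: 0% = plate median of compound wells and 100% = probe without SIAE protein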
# TCR-CD3 inh = human TCR-CD3 binding inhibition; TAMRA-labeled TCR probe fluorescence, biochemical; inhibition, % at 9.4 µM; hit rate 0.37% among 360,000; in the data active means inhibition above about 19%;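 further: recombinant mutant TCR 2C K166C tagged with TAMRA read by polarization; 0% = receptor in buffer alone and 100% = receptor with positive control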
# KLK7 zymogen act = proKLK7 (human) activation, primary screen; hit rate 0.9% among 370,000; P49862; activation, % at 7 µM; AID 652039; purified proKLK7, EDANS-DABCYL substrate fluorescence; 100% is mature enzyme control, 0% vehicle;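 active means activation above the mean of all tested compounds plus 3 SD, computed per campaign excluding outliers beyond control limits, cut at about 13% in these data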
# Target sequence (P49862 whole entry, looked up): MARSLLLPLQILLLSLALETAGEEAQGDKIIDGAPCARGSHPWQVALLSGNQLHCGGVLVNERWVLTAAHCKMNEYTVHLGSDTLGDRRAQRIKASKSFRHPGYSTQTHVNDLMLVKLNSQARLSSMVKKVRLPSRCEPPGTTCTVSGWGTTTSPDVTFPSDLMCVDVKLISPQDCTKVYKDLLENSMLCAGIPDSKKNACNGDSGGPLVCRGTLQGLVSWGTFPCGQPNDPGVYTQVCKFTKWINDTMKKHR
# UHRF1 binding = human UHRF1 methylated DNA binding inhibitors | Q96T88 | UHRF1 binding to methylated oligo, TR-FRET | inhibition, % at 4.4 µM | hit rate 0.75% among 370,000; in the data active means inhibition above about 21%;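 further: UHRF1 SRA domain binding a hemimethylated CpG hairpin DNA probe; 0% = median of test compound wells and 100% = reference inhibitor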
# Tn7 DDE FP = DD(E)-Tn7 binding inhibition, primary FP screen | FP displacement of FITC-Tn7 peptide from fibrin DD(E); 0% = median of compound wells per plate | inhibition, % at 8.3 µM | hit rate 0.13% among 370,000 | AID 720508;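 active means inhibition above the mean of compounds falling within the control limits plus 3 SD of them, cut at about 14% in these data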;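 further: 0% = plate median of compound wells and 100% = 10 µM Aha-Tn7 peptide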
#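 Assay system: Fibrin-DD(E) protein isolated from polymerized human fibrin clots; read-out basis: percent inhibition; medium: Tris/NaCl/CaCl2 buffer, pH 7.8; signal: FP measurement; incubation: 10 min plus 3 h, room temperature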
# TDP2 inh = TDP2 (human) inhibition, absorbance primary screen | O95551 | recombinant TDP2, T5PNP hydrolysis, p-nitrophenol absorbance 415 nm | inhibition, % at 12.8 µM | hit rate 0.34% among 370,000 | AID 720702;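 active means inhibition above the mean of all tested compounds plus 3 SD, set per campaign, cut at about 25% in these data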;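 further: 0% = DMSO with enzyme and 100% = buffer with substrate but no TDP2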
#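 Evaluation: % inhibition relative to enzyme-containing and enzyme-free wells. Material: recombinant human TDP2. Benchmarks: enzyme-free and DMSO wells. Timing: enzyme reaction with compound for 2 h at 37 °C. Compound dosing: 12.8 µM only. Measured by: p-Nitrophenol epi absorbance. Reagent: T5PNP substrate at 5 mM, a TopII-DNA adduct mimic. Replication: single well per compound.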
# * marks the source's active call; other numbers are inactive results; · = not tested or not shown. Random draw from the library; 4.6% or so of the library scored in one or more.
SMILES,MBD2 DNA inh,DDE Tn6 FP inh,LEDGF integ inh,PRMT1 inh,SIAE primary,TCR-CD3 inh,KLK7 zymogen act,UHRF1 binding,Tn7 DDE FP,TDP2 inh
Cc1ccc(/C=N/NC(=O)c2cccs2)cc1[N+](=O)[O-],0,-1,0,-1,0,7,-0.5,0,-4,1
O[C@H]1C[C@H](c2ccc(Cl)cc2)N(CC2CCCCC2)C[C@@H]1n1cc(-c2ccc(F)cc2)nn1,1,-3,8,-1,-8,4,0.1,-2,-5,-3
CCN1C(=O)c2cccc3c(S(=O)(=O)Nc4ccccn4)ccc1c23,-8,4,0,-3,0,-1,19*,-2,-6,-25
Cc1cc(NC(=O)c2ccc3c(c2)OCO3)ccc1NC(=O)c1ccccc1,3,-8,-8,2,-2,-4,-1.3,3,2,-10
Cc1ccc(NC(=S)Nn2cnnc2)c(C)c1,5,6,2,-3,-4,15,-0.3,1,-6,-4
O=C(Cn1nc(Cl)nc1Cl)c1cc2ccccc2oc1=O,-1,2,0,4,3,0,-8.0,-1,2,5
Cc1cc(C)cc(-c2nnc(SCC(=O)Nc3cc(C)on3)o2)c1,-4,5,-1,-2,-2,-3,-0.2,-1,2,11
COc1ccc(C(=O)CC2(C(=O)O)CCCCC2)cc1,-7,7,5,-1,4,1,0.1,3,-6,0
N#Cc1ccc(CSc2nnc(COc3ccccc3)n2-c2ccccc2)cc1,5,3,1,-2,1,5,0.0,11,3,-4
CC1CCCCC12NC(=O)N(CC(=O)OCc1ccccc1F)C2=O (centres undefined),-5,-2,4,-1,-11,0,0.2,3,9,-18
O=C1C2C3C=CC(CNS(=O)(=O)c4ccccc4)(O3)C2C(=O)N1c1ccc(Cl)cc1 (centres undefined),5,0,-1,80*,2,-3,-0.4,3,5,-13
Cc1cc(C)c2nc(NC(=O)c3ccc4c(c3)OCO4)sc2c1,0,0,1,-2,-6,1,-0.3,0,1,-5
O=C(NCC1CCCCC1)c1ccc2nc([C@H]3C[C@H](O)[C@@H](CO)O3)[nH]c2c1,1,-4,3,1,-3,3,0.0,0,-1,3
CS/C(N)=N/N=C/c1ccc([N+](=O)[O-])cc1,-2,1,2,7,2,6,-0.5,-1,-1,5
COc1ccc(S(=O)(=O)O)cc1P(=O)(c1ccccc1)c1ccccc1,-5,1,3,1,-1,5,-0.3,0,2,1

# Structures from the list above that have fluorine:
SMILES,MBD2 DNA inh,DDE Tn6 FP inh,LEDGF integ inh,PRMT1 inh,SIAE primary,TCR-CD3 inh,KLK7 zymogen act,UHRF1 binding,Tn7 DDE FP,TDP2 inh
O[C@H]1C[C@H](c2ccc(Cl)cc2)N(CC2CCCCC2)C[C@@H]1n1cc(-c2ccc(F)cc2)nn1,1,-3,8,-1,-8,4,0.1,-2,-5,-3
CC1CCCCC12NC(=O)N(CC(=O)OCc1ccccc1F)C2=O (centres undefined),-5,-2,4,-1,-11,0,0.2,3,9,-18

# Further records
SMILES,MBD2 DNA inh,DDE Tn6 FP inh,LEDGF integ inh,PRMT1 inh,SIAE primary,TCR-CD3 inh,KLK7 zymogen act,UHRF1 binding,Tn7 DDE FP,TDP2 inh
COc1ccc(C(=O)N2CCN(C(=O)c3ccc(-c4ccccc4)cc3)CC2)cc1OC,4,3,-1,0,2,4,-0.3,1,-5,9
Fc1ccc(CN2CCCN(C(=S)Nc3ccc(F)cc3)CC2)cc1,-3,-1,1,-4,-3,4,0.4,-1,-6,0
COC(=O)CCCC1=CC2=C(c3ccccc3)C(=O)C(C)(OC(=O)C3CCCC3)C(=O)C2=CN1C1CCCC1 (centres undefined),4,-3,2,3,0,7,0.8,1,-3,20
CCO[C@H]1OC(C(=O)N2CCN(Cc3ccc4c(c3)OCO4)CC2)=C[C@@H](c2cn(C(C)=O)c3ccccc23)[C@@H]1CCCO,-2,-1,-2,0,2,4,1.2,-1,13,-4
Cc1ccc(S(=O)(=O)N(C)CC(=O)Nc2ccc(C)cn2)cc1,7,-8,-3,0,-1,2,-0.6,1,9,0
Cc1[nH]c2ccccc2c1SCC(=O)NNC(=O)Nc1ccc(OC(F)(F)F)cc1,0,6,-5,3,1,-2,0.8,-1,4,-8
O=C(CN1CCCc2ccccc21)N/N=C/c1c(O)ccc2ccccc12,-2,-7,-1,1,8,8,-4.6,-2,-1,-9
CC(=O)N1CCc2c(sc(NC(=O)C3CC3)c2-c2nc3ccccc3s2)C1,-1,3,3,30*,-21,3,-3.1,-7,3,8
CC(Sc1nncn1C)C(=O)Nc1ccc(Cl)cn1 (centres undefined),-5,-4,-2,-2,10,-1,0.2,-4,4,3
COc1ccc(C(=O)C2CCN(CC(=O)NCc3ccccc3)CC2)cc1,-1,1,-1,-3,-3,-2,0.1,2,-3,-2
CCC(C)[C@H](N)C(=O)N[C@H]1CCC2C3CC=C4C[C@@H](O)CC[C@]4(C)C3CC[C@@]21C (some centres undefined),-1,8,0,1,-1,1,0.6,-2,-7,0
COc1ccc2c(n1)Sc1nc3ccccc3nc1N2,-10,-6,4,78*,9,48*,0.6,-5,2,10
NNC(=O)C1CC1c1ccccc1 (centres undefined),-2,3,3,0,1,10,-0.2,6,-7,-6
Cc1cc(=O)oc(C)c1C(=O)N1CCN(Cc2ccc3c(c2)OCO3)CC1,3,-9,-2,2,1,-13,-0.6,6,3,-16
CC1CCCC(NC(=O)COC(=O)c2ccccc2Sc2ccccc2C#N)C1C (centres undefined),-6,-7,0,1,-6,5,0.3,0,-1,10
O=C(CSc1nnc(-c2cccs2)o1)NCC1CN(Cc2ccccc2)CCO1 (centres undefined),-1,2,-3,1,2,-8,-0.5,9,-3,-12
C/C(=N\NC(=O)c1ccccc1[N+](=O)[O-])c1c(O)cc(C)oc1=O,0,-9,2,1,4,0,-0.5,-1,-9,-10
C[C@H](NC(=O)c1[nH]cnc1C(=O)Nc1ccccc1F)c1ccccc1,2,-9,5,-5,-11,-2,0.5,1,-7,3
O=C(CCC(=O)NNC(=O)Cc1ccccc1)NCc1ccccc1,3,6,1,2,2,-4,-0.7,2,0,2
O=C(O)CC1(CC(=O)O)Nc2ccccc2SC1=O,-4,3,-2,-5,-1,-5,-0.7,0,-3,-8
COC(=O)c1cc(CSc2nnc(-c3ccccc3)c(-c3ccccc3)n2)oc1C,2,-3,3,3,1,-8,-0.4,-1,3,-8
CN(Cc1ccc(F)cc1)C(=O)c1ccc(NS(=O)(=O)c2ccc3[nH]c(=O)[nH]c3c2)cc1,-3,2,0,1,8,-5,0.8,0,8,-5
COc1cc(-c2nnc(Sc3ccc(C(F)(F)F)cc3[N+](=O)[O-])o2)cc(OC)c1OC,1,-2,0,-4,-1,-2,0.5,-3,0,8
CS(=O)(=O)Cc1cc(Sc2ccccc2)nc(-c2ccncc2)n1,5,3,1,0,4,1,-0.4,1,0,-3
CCn1c(COc2cccc(C)c2)nc2ccccc21,2,-1,-2,1,-1,10,0.3,0,-5,3
CC1CCCCN1C(=O)C(=O)c1cn(CC(=O)N2CCCC2)c2ccccc12 (centres undefined),3,2,2,-1,0,5,0.7,-3,-2,3
CC(O)c1nc2ccccc2n1Cc1ccc([N+](=O)[O-])cc1 (centres undefined),2,-3,0,0,1,-3,-0.2,1,-1,1
CC(=O)Nc1ccc(S(=O)(=O)Oc2cccc(/C=C3\SC(N)=NC3=O)c2)cc1,1,-3,2,2,-39,9,7.2,-5,-2,9
COc1ccc(Br)cc1C(=O)Nc1cccc(NC(=O)c2ccco2)c1,3,2,0,4,-55,0,0.5,-5,8,14
Cc1cc[n+](CC(=O)c2ccc(NC(=O)c3ccccc3)cc2)cc1,2,1,0,2,-4,3,-0.1,0,-6,-12
C[C@H]1CN(c2ccc(Br)cc2)C(=O)[C@@H]1CC(=O)Nc1ccccc1,-7,-5,10,-4,-10,-2,-0.3,-2,-8,-7
COc1cc2c(NCCCCCCO[N+](=O)[O-])ncnc2c(OC)c1OC,0,-6,3,-4,2,-3,0.1,1,-2,4
O=C(c1cc2ncc(Br)cn2n1)N1CCCCC1,5,1,-5,1,-8,-2,0.3,2,2,-1
CCn1ccnc1CN(C)C(=O)c1cc(COc2ccc(OC)c3ccccc23)on1,-5,-4,-5,6,6,-3,0.6,1,2,-6
N#CC1=C(SCC(=O)c2cc3ccccc3oc2=O)NC(=O)C(C#N)C12CCCC2 (centres undefined),-2,1,1,2,-4,2,27*,-6,-3,-2
c1ccc2cc(CSCc3nc4ccccc4[nH]3)ccc2c1,-2,7,-9,-2,-9,7,-0.2,-2,-3,0
CCN1C(=O)c2cccc3c(S(=O)(=O)NCc4ccccn4)ccc1c23,-8,8,0,-3,4,-1,53*,-5,1,8
COc1cccc(C(=O)Nc2ncc3c(n2)CC(C)CC3=O)c1 (centres undefined),0,1,-4,0,0,0,-0.7,-3,-6,7
Cc1ccc(NC(=O)c2cc(S(=O)(=O)N(C)C)ccc2N2CCCC2)cc1S(=O)(=O)N(C)C,-4,6,4,4,3,2,-0.5,2,-1,-1
COc1ccc(COC(=O)C2CC(=O)N(Cc3ccccc3)C2)cc1 (centres undefined),1,-1,1,-1,-2,7,-0.3,-2,-2,1
S=C(NCc1ccncc1)Nc1ccccc1,-2,0,-5,-1,2,1,-0.1,-2,3,0
C[C@@H]1CCCCO[C@@H](CN(C)S(=O)(=O)c2ccccc2)[C@@H](C)CN([C@H](C)CO)C(=O)c2cc(NS(=O)(=O)c3ccc(F)cc3)ccc2O1,-1,9,1,1,-13,6,0.3,2,3,-16
COc1ccc(-c2cc(C(=O)N(C)CC(=O)Nc3ccccc3Br)c3ccccc3n2)cc1OC,0,0,-2,2,-6,-3,5.3,-2,3,8
CCOc1ccc(S(=O)(=O)N2CCCCC2)cc1NC(=O)CSCc1c(C)noc1C,0,5,3,2,1,3,-0.9,-2,-6,9
COc1ccc(OC)c(NC(=S)NN2CCOCC2)c1,-3,0,-5,-6,0,8,-0.5,-1,4,-7
COc1ccc(CN(CC(=O)NCc2ccco2)C(=O)CNS(=O)(=O)c2ccc(C)cc2)cc1,-1,7,0,9,-9,4,0.5,1,1,-11
Cc1ccccc1OCC(=O)N/N=C/c1ccco1,6,-2,-1,-1,1,3,-0.1,0,-3,3
CC1CCCCC1NC(=O)C1CCN(C(=O)c2sccc2-n2cccc2)CC1 (centres undefined),-3,0,-4,-1,1,1,0.3,-1,2,9
Cn1cccc1CNC1CCCC1,-3,3,-1,1,7,5,-0.1,-1,-1,4
CCOC(=O)[C@]12CCCC=C1N(CCCOC)C(=O)[C@@H]2CC(=O)NCc1ccc(C)o1,2,-1,8,0,-7,·,-0.6,3,4,-12
Cc1cc2cc(CN(Cc3cccs3)C(=S)NCc3ccco3)c(=O)[nH]c2cc1C,3,2,5,1,-17,5,-1.1,-5,8,-3
Cc1nnc(SC(C)C(=O)NC2CCCCC2C)n1N (centres undefined),5,9,2,-1,0,2,-0.1,1,9,2
